Source: PubChem (The Scripps Research Institute Molecular Screening Center)
ASAP1 inh: blocks human ASAP1-stimulated Arf1 GTP hydrolysis; 0.19% of 360,000 active; AID 624377; Q9ULH1; GDP FP detection; inhibition, % at 16.5 µM; in the data active means inhibition above about 25%;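 further: 0% = vehicle with enzyme and substrate and 100% = no enzyme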
Target sequence (Q9ULH1 325-724 limits assumed): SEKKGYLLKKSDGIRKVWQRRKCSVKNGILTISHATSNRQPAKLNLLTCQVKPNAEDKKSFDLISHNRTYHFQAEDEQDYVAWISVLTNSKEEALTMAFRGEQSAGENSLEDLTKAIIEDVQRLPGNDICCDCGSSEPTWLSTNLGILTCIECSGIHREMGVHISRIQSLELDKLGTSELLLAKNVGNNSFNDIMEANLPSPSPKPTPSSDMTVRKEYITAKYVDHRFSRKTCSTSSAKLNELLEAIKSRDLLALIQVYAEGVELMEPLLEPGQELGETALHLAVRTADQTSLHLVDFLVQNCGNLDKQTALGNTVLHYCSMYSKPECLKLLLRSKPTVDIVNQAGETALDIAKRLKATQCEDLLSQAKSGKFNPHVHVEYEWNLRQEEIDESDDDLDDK
PLC-gamma1 inh: blocks human PLC-gamma1 enzyme activity; 0.84% of 370,000 active; inhibition, % at 12.2 µM; purified PLC-gamma1, fluorogenic substrate, fluorescence; AID 720700; P19174; in the data active means inhibition above about 9.5%
Tn7 DDE FP: disrupts Tn7 cyclic peptide binding to fibrin D-Dimer-E complex | FP displacement of FITC-Tn7 peptide from fibrin DD(E); 0% = median of compound wells per plate | AID 720508 | inhibition, % at 8.3 µM | 0.13% of 370,000 active;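 active means inhibition above the mean of compounds falling within the control limits plus 3 SD of them, cut at about 14% in these data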;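 further: 0% = plate median of compound wells and 100% = 10 µM Aha-Tn7 peptide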
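Assay system: human fibrin DD(E) protein / Input: 2 µM fibrin DD(E) / Benchmarks: high control of 10 µM Aha-Tn7 peptide / Measured by: fluorescence polarization of the labelled Tn7 tracer / Medium: Tris buffer with calcium and detergent, pH 7.8 / Timing: 10 min compound pre-incubation, 3 h probe incubation at room temperature / Repeats: one replicate per compound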
TDP2 absorb: TDP2 (human) inhibition, absorbance primary screen. O95551. recombinant TDP2, T5PNP hydrolysis, p-nitrophenol absorbance 415 nm. inhibition, % at 12.8 µM. 0.34% of 370,000 active;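 active means inhibition above the mean of all tested compounds plus 3 SD, set per campaign, cut at about 25% in these data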;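 further: 0% = DMSO with enzyme and 100% = buffer with substrate but no TDP2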
Target sequence (O95551 whole entry, looked up): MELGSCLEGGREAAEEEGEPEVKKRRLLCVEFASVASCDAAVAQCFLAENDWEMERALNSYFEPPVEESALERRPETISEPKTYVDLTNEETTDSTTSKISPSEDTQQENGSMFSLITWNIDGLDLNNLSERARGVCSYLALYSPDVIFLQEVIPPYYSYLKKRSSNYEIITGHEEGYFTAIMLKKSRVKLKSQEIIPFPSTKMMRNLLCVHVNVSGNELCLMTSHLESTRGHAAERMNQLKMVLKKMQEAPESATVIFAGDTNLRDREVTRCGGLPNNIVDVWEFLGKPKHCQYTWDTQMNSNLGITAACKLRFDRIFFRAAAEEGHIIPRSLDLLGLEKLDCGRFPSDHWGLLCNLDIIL
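System – recombinant human TDP2 · Quantity – TDP2 enzyme at 120 nM final · Doses – single concentration, 12.8 µM nominal, with 1% DMSO · Incubation – 2 h at 37 °C · Measured by – epi absorbance of p-nitrophenol freed from T5PNP by hydrolysis · Read-out – % inhibition relative to enzyme-containing and enzyme-free wells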
ADAM17 inh: inhibitors of human ADAM17; P78536; inhibition, % at 6.95 µM; 0.83% of 370,000 active; recombinant ADAM17, EDANS/DABCYL FRET peptide cleavage;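 active means inhibition above the mean of compounds lying between control limits plus 3 SD, set per campaign, cut at about 8.5% in these data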;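 further: 0% = DMSO-only wells as the low control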
SIAE primary: inhibitors of human sialic acid acetylesterase SIAE. Q9HAT2. 0.69% of 370,000 active. inhibition, % at 9.66 µM. SIAE FP-Rh probe binding, fluorescence polarization;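 active means inhibition above a cutoff: mean of compounds within the control limits plus 3 SD of those, cut at about 17% in these data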;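 further: 0% = plate median of compound wells and 100% = probe without SIAE protein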
ADAM10 inh: inhibitors of human ADAM10; O14672; 0.62% of 370,000 active; inhibition, % at 7 µM; recombinant ADAM10, EDANS/DABCYL FRET peptide cleavage, 3 h;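 active means inhibition above a per-campaign cutoff equal to the mean of compounds falling between control-based bounds plus 3 SD, cut at about 20% in these data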;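 further: 0% = DMSO wells while the 100% control is not disclosed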
PLCb3 inh: PLC-beta3 (human) inhibition, primary screen | Q01970 | 0.18% of 370,000 active | Purified PLC-beta3, fluorogenic substrate, fluorescence | AID 720704 | inhibition, % at 12.2 µM; in the data active means inhibition above about 11%;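 further: 0% = median of compound wells on plate and 100% = full blocker control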
Tn6 DDE FP: DD(E)-Tn6 binding inhibition, primary FP screen | P02675 | Fibrin DD(E) TRITC-Tn6 fluorescence polarization displacement | inhibition, % at 8.3 µM | 0.21% of 370,000 active;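 active means inhibition above a per-campaign cutoff: mean of compounds within control limits plus 3 SD, cut at about 15% in these data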;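 further: 0% = median of all compound wells on the plate and 100% = blocking peptide control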
ARFGAP1 inhibitor: inhibits rat ARF GTPase activating protein 1 | Arfgap1-stimulated ARF1 GTP hydrolysis, GDP FP detection | inhibition, % at 16.5 µM | 0.26% of 360,000 active | Q62848;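 active means inhibition above a per-plate limit, mean inhibition of low control wells plus 3 SD, cut at about 25% in these data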;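 further: 0% = DMSO wells with enzyme and 100% = wells lacking Arfgap1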
Target sequence (Q62848 1-136 limits assumed): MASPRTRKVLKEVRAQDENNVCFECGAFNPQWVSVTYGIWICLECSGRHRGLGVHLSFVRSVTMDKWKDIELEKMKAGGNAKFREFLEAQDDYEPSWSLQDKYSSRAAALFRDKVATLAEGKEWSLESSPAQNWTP
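Material: truncated rat Arfgap1 GAP domain; Incubation: compound-enzyme preincubation 20 min, reaction 120 min, detection 60 min, 25 °C; Read-out: percent inhibition of Arfgap1-stimulated GTP hydrolysis; Technique: FP, GDP Alexa 633 tracer displaced from anti-GDP antibody, 620/688 nm; Controls: No-Arfgap1 wells (100%) versus DMSO full-reaction wells (0%); Replication: single well per compound.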
* hit, by the source's call; i = inactive.

SMILES	ASAP1 inh	PLC-gamma1 inh	Tn7 DDE FP	TDP2 absorb	ADAM17 inh	SIAE primary	ADAM10 inh	PLCb3 inh	Tn6 DDE FP	ARFGAP1 inhibitor
CCCNC(=O)C1(C)CCCN(C(=O)c2ccc(OC)cc2OC)C1 (configuration not stated)	-4	3	-9	0	-1	-2	-8	1	4	4
CCOC(=O)N/N=C(\C)c1cccs1	1	1	-3	6	-2	1	2	1	4	-1
CCOC(=O)c1cnn(-c2nc(C)cc(C)n2)c1N	-7	10*	-17	-13	4	-3	2	5	1	11
COc1ccc(-n2c(=O)c3c4c(sc3n3c(=S)[nH]nc23)COC(C(C)C)C4)cc1 (configuration not stated)	7	1	-6	-5	-1	2	3	-3	2	22
CCN(CC)C(=O)C1=C(C)N(CCC2=CCCCC2)C(=O)C(CC(=O)NC2CCCC2)C1 (configuration not stated)	10	0	-1	5	-3	2	-4	-1	-3	-7
O=C(O)Cn1cc(/C=C2/SC(=O)N(CC(=O)N3CCCCCC3)C2=O)c2ccccc21	-5	-3	1	-13	0	3	-4	1	15*	-4
Cc1cc(CSc2ccccc2C(=O)O)on1	13	0	-4	7	-2	8	-5	-4	4	-5
N#Cc1ccc(Oc2c(Cl)cncc2Cl)cc1	-2	-1	2	3	-4	0	2	-2	5	9
CCc1ccccc1NC(=S)N(CCN1CCOCC1)C1CCN(C(C)=O)CC1	-8	8	-3	-13	3	7	0	-6	-2	-3
O=C(COC(=O)Cc1ccc(Cl)cc1)Nc1c(F)cccc1F	2	3	-3	0	2	-1	14	3	4	3
CCC(=O)N(CC)C1=C(O)c2ccccc2C(=O)C1=O	3	2	-3	29*	-4	-3	1	-2	0	-3
CCCNc1nc(Cl)nc(Nc2ccc(Cl)cc2)n1	-17	2	4	5	-2	-9	-6	-3	1	-2
O=C(NNC(=O)c1ccccc1-n1cccc1)c1cncc(Br)c1	-6	-1	16*	6	-2	12	-9	-8	0	22
COc1ccc(/C=N/NC(=O)c2ccccc2O)cc1Cn1cc(Cl)cn1	-10	-84	3	0	-8	0	-12	-94	-3	1
O=C(CNC(=O)c1ccc(Oc2ccccc2)cc1)OC1CCCCC1=O (configuration not stated)	-5	-1	10	1	-5	-2	-2	-1	2	-4
CCOc1ccc(CCNC(=O)/C=C/c2ccco2)cc1OCC	-3	-5	1	-10	0	0	-9	-16	13	13
O=C(NCc1ccco1)C1CCCN(S(=O)(=O)c2ccc(-n3cnnn3)cc2)C1 (configuration not stated)	-14	-1	-5	-2	-4	-1	0	-4	2	-7
COc1cc2oc(=O)cc(CN3CCCC3)c2cc1Cl	1	-106	-10	0	-88	-2	-362	-139	-3	23
CN(C)c1nccc(Nc2ccccc2)c1C#N	-5	-8	1	-1	0	9	-3	-10	7	8
COc1ccc(CNC(=O)CSc2nnc(-c3ccc(NC(C)=O)cc3)n2C)cc1	-9	-1	3	8	-2	8	4	-1	3	-4

Some of the entries so far, with the structure last.
ASAP1 inh	PLC-gamma1 inh	Tn7 DDE FP	TDP2 absorb	ADAM17 inh	SIAE primary	ADAM10 inh	PLCb3 inh	Tn6 DDE FP	ARFGAP1 inhibitor	smiles
1	1	-3	6	-2	1	2	1	4	-1	CCOC(=O)N/N=C(\C)c1cccs1
-7	10*	-17	-13	4	-3	2	5	1	11	CCOC(=O)c1cnn(-c2nc(C)cc(C)n2)c1N
7	1	-6	-5	-1	2	3	-3	2	22	COc1ccc(-n2c(=O)c3c4c(sc3n3c(=S)[nH]nc23)COC(C(C)C)C4)cc1 (configuration not stated)
10	0	-1	5	-3	2	-4	-1	-3	-7	CCN(CC)C(=O)C1=C(C)N(CCC2=CCCCC2)C(=O)C(CC(=O)NC2CCCC2)C1 (configuration not stated)
-5	-3	1	-13	0	3	-4	1	15*	-4	O=C(O)Cn1cc(/C=C2/SC(=O)N(CC(=O)N3CCCCCC3)C2=O)c2ccccc21
13	0	-4	7	-2	8	-5	-4	4	-5	Cc1cc(CSc2ccccc2C(=O)O)on1
-2	-1	2	3	-4	0	2	-2	5	9	N#Cc1ccc(Oc2c(Cl)cncc2Cl)cc1
-8	8	-3	-13	3	7	0	-6	-2	-3	CCc1ccccc1NC(=S)N(CCN1CCOCC1)C1CCN(C(C)=O)CC1
2	3	-3	0	2	-1	14	3	4	3	O=C(COC(=O)Cc1ccc(Cl)cc1)Nc1c(F)cccc1F
3	2	-3	29*	-4	-3	1	-2	0	-3	CCC(=O)N(CC)C1=C(O)c2ccccc2C(=O)C1=O
-17	2	4	5	-2	-9	-6	-3	1	-2	CCCNc1nc(Cl)nc(Nc2ccc(Cl)cc2)n1
-6	-1	16*	6	-2	12	-9	-8	0	22	O=C(NNC(=O)c1ccccc1-n1cccc1)c1cncc(Br)c1
-10	-84	3	0	-8	0	-12	-94	-3	1	COc1ccc(/C=N/NC(=O)c2ccccc2O)cc1Cn1cc(Cl)cn1
-5	-1	10	1	-5	-2	-2	-1	2	-4	O=C(CNC(=O)c1ccc(Oc2ccccc2)cc1)OC1CCCCC1=O (configuration not stated)
-3	-5	1	-10	0	0	-9	-16	13	13	CCOc1ccc(CCNC(=O)/C=C/c2ccco2)cc1OCC
-14	-1	-5	-2	-4	-1	0	-4	2	-7	O=C(NCc1ccco1)C1CCCN(S(=O)(=O)c2ccc(-n3cnnn3)cc2)C1 (configuration not stated)

Quoted at random: 2 records from the list, in no set order.
SMILES	ASAP1 inh	PLC-gamma1 inh	Tn7 DDE FP	TDP2 absorb	ADAM17 inh	SIAE primary	ADAM10 inh	PLCb3 inh	Tn6 DDE FP	ARFGAP1 inhibitor
CCCNC(=O)C1(C)CCCN(C(=O)c2ccc(OC)cc2OC)C1 (configuration not stated)	-4	3	-9	0	-1	-2	-8	1	4	4
CCOC(=O)c1cnn(-c2nc(C)cc(C)n2)c1N	-7	10*	-17	-13	4	-3	2	5	1	11

Remaining list, next part.
SMILES	ASAP1 inh	PLC-gamma1 inh	Tn7 DDE FP	TDP2 absorb	ADAM17 inh	SIAE primary	ADAM10 inh	PLCb3 inh	Tn6 DDE FP	ARFGAP1 inhibitor
COc1ccc2[nH]c(=O)c(CN(c3ccccc3)S(=O)(=O)c3ccccc3)cc2c1	5	-2	1	-2	-4	-10	-13	-14	3	-10
O=C(NC(=S)N1CCCCC1c1cccnc1)c1ccccc1 (configuration not stated)	5	1	4	10	-2	-1	-16	4	9	-1
O=C1C=C(c2ccccc2Oc2ccccc2)C[C@@H](c2ccc3c(c2)OCO3)C1	-1	0	-4	-6	1	-7	8	-1	-6	-3
COc1ccc(OC)c(-c2cc(C(=O)N3CCN(c4ccccc4)CC3)no2)c1	-5	-14	11	-7	1	-7	-11	-24	8	9
O=C(NCC(=O)N(c1ccc2c(c1)OCCO2)C(C(=O)NC1CCCC1)c1ccco1)c1ccco1 (configuration not stated)	-11	3	-2	-1	-1	1	3	5	2	5
COc1cccc(C(=O)N[C@@H](Cc2cccnc2)C(=O)N2CCC[C@H]2C(=O)NCCc2ccccc2Cl)c1	-1	3	3	6	-1	8	2	3	13	-13
Cc1ccc(C(=O)N/C(=C\c2cccs2)C(=O)N2CCOCC2)cc1C	3	1	-4	1	1	6	0	-6	3	0
CC1=C(C(=O)NCc2ccccc2)C(c2ccccc2OCC(N)=O)NC(=O)N1 (configuration not stated)	6	-2	5	-2	-4	-9	3	-3	-5	-4
CC(=O)N1CCN(S(=O)(=O)c2cccc(C(=O)NCCc3ccc(Cl)cc3)c2)CC1	-1	8	-6	-20	1	0	0	2	2	-1
O=C(CSc1nccc2ccccc12)N1CCN(Cc2ccc3c(c2)OCO3)CC1	0	-10	0	-14	-4	1	-5	-31	-7	16
CCC(C(=O)Nc1nnc(-c2ccco2)s1)c1ccccc1 (configuration not stated)	-6	-11	10	2	-11	2	-14	-16	-2	11
CCOc1ccc(NC(=O)CCCN2C(=O)C(c3ccccc3)Oc3cccnc32)cc1 (configuration not stated)	7	-3	-4	5	-3	0	-2	-11	3	1
On1cnnc1-c1ccccc1	-4	3	7	2	-2	7	0	3	-4	14
COC(=O)c1ccc(C(=O)OC)c(NC(=O)CCc2ccc(C)o2)c1	5	-20	-1	6	-20	0	-66	-28	1	-3
O=C(O)COc1ccccc1/C=N/NC(=O)CN1CCN(S(=O)(=O)c2ccc(Br)cc2)CC1	1	-2	6	-9	-7	1	-15	-16	-10	13
CCCN1CCN(S(=O)(=O)c2ccc(OC)c(Br)c2)CC1	6	-2	-4	5	-5	-3	2	-2	-5	-3
COc1cc(NS(=O)(=O)c2ccc(-c3ccc(=O)[nH]n3)o2)cc(OC)c1OC	-27	-1	6	1	-3	1	-6	-8	2	-5
CC(C)(C)CC(=O)Nc1ccc(-c2cn3cccnc3n2)cc1	-2	i	6	-6	i	3	i	i	-3	-4
CCOc1ccc2nc(SCC(=O)NCC3CCCO3)c(C#N)cc2c1 (configuration not stated)	-8	-1	-8	27*	-4	-1	-18	-6	3	2
CC1CCCCN1C(=O)c1ccc(Br)o1 (configuration not stated)	-11	-1	3	-10	0	2	2	-7	3	-6
Cc1ccc(CNC(=O)C(=O)NCC(c2ccco2)N2CCOCC2)cc1 (configuration not stated)	9	0	-12	0	1	-3	-3	1	2	-4
COc1ccc(CN2CCN(C(=O)CCC(=O)Nc3nnc(CC(C)C)s3)CC2)cc1F	0	4	-8	-22	-6	-3	4	-5	-4	11
